NR2E3 ag-1 – NR2E3 agonists in two-hybrid cells, primary screen, cell-based, luminescence, CHO-S, Gal4-NCOR/VP16-NR2E3; actives 0.35% (n = 360,000); AID 602229, 2012; inhibition of corepressor binding, % at 3.98 µM; luciferase; Photoreceptor-specific nuclear receptor (Homo sapiens), Q9Y5X4;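 active = inhibition above the mean of all tested compounds plus 3 SD, cut at about 70% in these data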;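 note: 0% = DMSO with NR2E3 transfected cells and 100% = cells lacking NR2E3 construct; higher means lower luciferase signal from less NR2E3 corepressor binding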
Target sequence (Q9Y5X4 whole entry, looked up, the tested form may be a part): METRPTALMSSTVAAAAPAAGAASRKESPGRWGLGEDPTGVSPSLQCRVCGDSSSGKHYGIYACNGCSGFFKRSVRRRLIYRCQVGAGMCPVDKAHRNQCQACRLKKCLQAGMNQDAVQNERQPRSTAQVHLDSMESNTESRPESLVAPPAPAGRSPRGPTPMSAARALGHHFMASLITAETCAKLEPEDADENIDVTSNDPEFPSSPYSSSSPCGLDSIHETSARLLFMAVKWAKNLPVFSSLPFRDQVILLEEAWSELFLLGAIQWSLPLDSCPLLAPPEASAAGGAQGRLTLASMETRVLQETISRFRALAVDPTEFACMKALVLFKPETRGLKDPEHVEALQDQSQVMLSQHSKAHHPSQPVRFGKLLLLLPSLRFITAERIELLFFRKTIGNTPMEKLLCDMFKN
Vif imaging – HIV Vif self-association inhibitors, primary screen, imaging, HEK293T, single point; AID 602346, 2012; HEK293T cells, Vif self-association by quenched fluorescence, 24 h; inhibition, % at 7.49 µM; actives 0.35% (n = 340,000); in the data active = inhibition above about 50%, passing the limit was not always enough; inconclusive = no clear call, values can overlap the other calls; inactive = below about 31%; note: some results filed as inactive read as strong as hits
Exocytosis inh – LAMP-1 surface exposure blockers, TALL-104 cells – cell-based, flow cytometry, MLPCN library, primary screen; TALL-104 LAMP-1 surface exposure; cells stimulated with thapsigargin and PMA; inhibition, % at 10 µM; actives 0.66% (n = 360,000); AID 651702, 2012;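 active = inhibition above about 55%, limit read from the data; inconclusive = no clear call, values can overlap the other calls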
HIF-2a inh – HIF-2a reporter inhibitors, primary screen, luminescence, 786-0 RCC cells; 786-0 RCC cells HIF-2a reporter, luciferase luminescence, overnight; inhibition, % at 18.8 µM; actives 0.72% (n = 360,000); AID 624352, 2012;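 active = inhibition of the luminescence signal of 40% or more relative to plate controls, in a single-dose primary screen at 18.75 µM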
NR2E3 ag-2 – inhibitors of NR2E3-RetCOR corepressor binding, primary screen, NR2E3 agonist project, biochemical, TR-FRET, GST-NR2E3, biotin-RetCOR; 1536-well; Photoreceptor-specific nuclear receptor (Homo sapiens), Q9Y5X4; AID 2300, 2010; actives 0.12% (n = 320,000); inhibition of corepressor binding, % at 4.78 µM;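 active = percent inhibition above the cutoff of mean plus 3 SD of all tested compounds, set per screening campaign, cut at about 20% in these data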;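 note: 0% = DMSO wells and 100% = biotin wells as full block of FRET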
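System: GST-tagged NR2E3 plus biotinylated RetCOR corepressor; Amount: 1.35 nM GST-tagged NR2E3 final; Dosing: single nominal compound dose of 4.8 µM; Schedule: 5 h incubation at 4 °C; Technique: TR-FRET with europium anti-GST and streptavidin-D2, 340 nm excitation; Controls: biotin wells as high control, 0.6% DMSO wells as low control.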
iPSC survival up – enhancers of single-cell hiPSC survival, primary screen, ATPlite luminescence | 100% = ROCK inhibitor wells, 0% = DMSO | survival enhancement, % at 20 µM | actives 0.044% (n = 360,000) | AID 602274, 2012; in the data active = survival enhancement above about 18%;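 note: cells exposed to compounds for 16 hours before the ATP read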
aDG glyco up – activators of alpha-DG glycosylation, primary screen, uHTS, Pro5-aDG cells, AlphaScreen; alpha-DG glycosylation AlphaScreen (IIH6); 0% Pro5, 100% B10-LARGE cell signal; actives 0.22% (n = 360,000); activation, % at 10 µM;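 active = activation of at least 8% versus controls, or a plate z-score of at least 8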;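 note: Pro5 are CHO cells carrying HIG-tagged alpha-DG that lacks glycosylation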
Peg3 prom inh – Peg3 promoter-driven luciferase inhibitors, primary screen, cell-based, HeLa, luciferase luminescence. actives 1.7% (n = 360,000). AID 588405, 2011. inhibition, % at 20 µM. HeLa PEG-Prom luciferase reporter, overnight;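 active = inhibition of at least 50% at 20 µM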
CaV13 ICDI inh – Disruptors of the CACNA1D IQ motif to Ca2+-dependent inactivation inhibitor domain association, primary screening, Förster resonance energy transfer in intact living … | HEK cells, CFP/YFP FRET ICDI-IQ, plate reader, 10 min; percent FRET-ratio fall versus neutral wells | actives 0.098% (n = 340,000) | inhibition, % at 12.3 µM;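 active = mean replicate inhibition of at least 30% and at least 1% of replicates passing that level; inconclusive = only one of the two criteria is met; inactive = neither criterion is met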;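 note: 0% = median of the neutral control wells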
MITF TRPM1 inh – inhibitors of MITF-dependent TRPM1 promoter reporter, primary screen, cell-based, SK-MEL-5, single point, luciferase; SK-MEL-5 TRPM1 promoter luciferase, 24 h; actives 0.83% (n = 330,000); AID 488899, 2010; inhibition, % at 12.5 µM;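 active = mean inhibition across replicates of 60% or more, whatever share of single replicates reaches that level; inconclusive = some that reach 60%, reason not given; inactive = mean inhibition across replicates below 60%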; note: values of inactives mirror those of a sister screen read the other way
PDI inh – inhibitors of human PDI, primary screen, biochemical, turbidity, single point, plate reader. AID 588391, 2011. actives 0.052% (n = 350,000). Protein disulfide-isomerase (Homo sapiens), P07237. PDI insulin aggregation turbidity, A650, 90 min. inhibition, % at 10 µM;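 active = mean inhibition across replicates of 30% or more, whatever share of single replicates reach that level; inconclusive = mean inhibition below 30% while every single replicate reaches 30%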;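 note: absorbance from insulin aggregation driven by PDI reduction with DTT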
Target sequence (P07237 whole entry, looked up): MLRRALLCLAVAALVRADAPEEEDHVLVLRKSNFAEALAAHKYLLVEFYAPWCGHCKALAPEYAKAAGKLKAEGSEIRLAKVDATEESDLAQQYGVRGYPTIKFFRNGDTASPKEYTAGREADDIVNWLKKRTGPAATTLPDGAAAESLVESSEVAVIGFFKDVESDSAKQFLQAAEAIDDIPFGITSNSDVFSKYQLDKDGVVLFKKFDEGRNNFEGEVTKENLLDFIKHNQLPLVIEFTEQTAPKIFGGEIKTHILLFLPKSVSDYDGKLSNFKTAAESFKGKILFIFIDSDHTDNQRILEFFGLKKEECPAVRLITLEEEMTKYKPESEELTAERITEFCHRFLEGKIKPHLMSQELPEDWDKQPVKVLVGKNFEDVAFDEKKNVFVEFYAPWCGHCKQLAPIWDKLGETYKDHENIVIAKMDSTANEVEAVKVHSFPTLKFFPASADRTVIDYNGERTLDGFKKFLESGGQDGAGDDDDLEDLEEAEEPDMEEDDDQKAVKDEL
* hit, by the source's call; ? = inconclusive; nt = not tested or not shown. Outcome played no part in choosing rows; overall some 3.5% were active at least once.

item	structure	NR2E3 ag-1	Vif imaging	Exocytosis inh	HIF-2a inh	NR2E3 ag-2	iPSC survival up
1	COc1cc(C2/C(=C(\O)c3ccc4c(c3)OCCO4)C(=O)C(=O)N2c2nnc(C)s2)cc(OC)c1OC (configuration not stated)	-5	3	0	-2	3	-0.2
2	CCNC(=O)C1(C)CCCN(C(=O)c2cc(C)nn2C(C)(C)C)C1 (configuration not stated)	-43	nt	-22	17	nt	1.6
3	Cc1cc(C)n(Cc2ccc(F)cc2)c(=O)c1C#N	-2	5	-2	-4	3	2.6
4	O=C(c1ccco1)N1CCN(c2ccnc3cc(Cl)ccc23)CC1	-13	-1	-3	22	3	2.0
5	CCC(=O)Nc1cc2nn(-c3ccccc3)nc2cc1Cl	-121	-6	-2	-147	1	-4.1
6	COc1ccccc1CN1CCC(n2nccc2NC(=O)CCc2ccccc2)CC1	-2	3	2	9	-1	-0.2
7	Cc1c(OCC(=O)NCC2CCC(C(=O)O)CC2)ccc2c(-c3ccccc3)cc(=O)oc12 (configuration not stated)	-32	-21	-5	-4	1	-0.3
8	Fc1ccc(F)c(C2=NNC(=Nc3ccccc3F)SC2)c1	-154	5	-4	-293	1	0.3
9	O=C(Cc1ccccc1)Nc1ccccc1C(=O)N1CCN(c2ccccc2)CC1	-10	-1	3	-2	-1	-0.4
10	Cc1ccc(-n2c(-c3cc(C)n(C)n3)n[nH]c2=S)cc1	-7	?	-1	4	-3	1.5
11	CCCCC(=O)Nc1ccc(NC(=O)C2CC2)nc1	5	21	-1	-7	-2	-0.9
12	Cc1nc2c(C(=O)NCCC(C)C)c[nH]n2c(=O)c1Cl	-4	-3	2	12	-4	-0.6

item	aDG glyco up	Peg3 prom inh	CaV13 ICDI inh	MITF TRPM1 inh	PDI inh
1	-0.1	-6	-7	9	5
2	-0.1	7	-5	nt	-2
3	0.0	-1	-7	11	6
4	1.0	12	4	4	-2
5	-0.2	-161	-4	-8	-3
6	-0.2	-3	-2	7	1
7	0.1	8	nt	nt	nt
8	0.6	-355	-5	-49	4
9	1.5	12	nt	7	5
10	0.2	17	nt	7	-2
11	0.4	8	-4	2	6
12	-0.1	-4	-5	-4	-1

Continued:
item	structure	NR2E3 ag-1	Vif imaging	Exocytosis inh	HIF-2a inh	NR2E3 ag-2	iPSC survival up
13	CCCC[C@@H]1CC2=C(C(=O)OC(C)(C)O2)[C@H](c2ccc(C(C)C)cc2)O1	9	nt	-4	-7	nt	-0.7
14	CCCNC(=O)C1CCN(S(=O)(=O)c2cccs2)CC1	-3	-3	-4	10	-3	0.1
15	CCOc1ccc(Oc2ccccc2NC(=O)CSCC(=O)Nc2cc(C)on2)cc1	-46	-8	3	15	-3	-0.3
16	Cc1c(NC(=O)C2C3C=CC(C3)C2C(=O)O)c(=O)n(-c2ccccc2)n1C (configuration not stated)	-22	-2	2	7	-3	1.8
17	COc1ccc(CNC(=O)Cn2nc([N+](=O)[O-])cc2C)cc1	-4	-12	-3	11	0	-0.6
18	CN(C)c1ccc(C(=O)Nc2ccc(S(=O)(=O)Nc3nccs3)cc2)cc1	-8	-3	-2	-13	15	-0.4
19	CCN(CC(=O)Nc1ccccc1OC)C(=O)CN1C(=O)NC(C)(c2ccc(C)cc2)C1=O (configuration not stated)	-7	27	-2	3	3	-0.4
20	CC(=O)Nc1nc2ccc(-c3nc4ccccc4o3)cc2s1	-105	-11	5	-182	-4	-2.9
21	Cn1c(=O)c2ccccc2n(CC(=O)NCCC2=CCCCC2)c1=O	-16	-9	-6	8	1	-0.7
22	CCCN(Cc1cc2cc(OC)ccc2[nH]c1=O)C(=O)c1ccco1	-7	2	6	15	-2	0.0
23	Cc1cc(N2C(=O)C(O)=C(C(=O)c3cc4ccccc4o3)C2c2ccc([N+](=O)[O-])cc2)no1 (configuration not stated)	18	8	-5	-7	-1	-0.4
24	Cc1ccc(-c2nn(-c3cccc(F)c3)cc2CN2CCN(c3ccccn3)CC2)o1	11	-6	41	-17	2	1.4

item	aDG glyco up	Peg3 prom inh	CaV13 ICDI inh	MITF TRPM1 inh	PDI inh
13	0.2	nt	-5	nt	nt
14	0.2	-4	1	3	5
15	1.3	-2	-2	11	2
16	0.0	-4	-9	-1	-2
17	0.0	14	-18	-10	-3
18	-0.3	4	-2	-1	-73
19	-0.1	1	-16	-7	-1
20	0.3	-276	-5	-19	-2
21	0.2	1	-4	3	-1
22	0.2	5	4	-8	3
23	-0.1	3	-13	-3	-6
24	-0.3	-16	2	-5	7

Continuation.
item	structure	NR2E3 ag-1	Vif imaging	Exocytosis inh	HIF-2a inh	NR2E3 ag-2	iPSC survival up
25	O=C(N/N=C/c1cccc([N+](=O)[O-])c1)c1ccc(CN2CCOCC2)cc1	-13	3	-1	6	3	0.6
26	O=C(CCC1CCCC1)Nc1cccn(Cc2ccccc2Br)c1=O	-10	0	7	-13	-2	0.1
27	COc1cccc(C2=CC(c3cccs3)n3nnnc3N2)c1 (configuration not stated)	-168	-1	-3	-265	0	1.9
28	COc1ccc(-c2cc(C)no2)cc1S(=O)(=O)N(C)c1ccc(C)c(C)c1	6	3	26	2	0	-0.2
29	CCc1ccc2[nH]c(=O)c(CN(CC3CCCO3)C(=S)NCc3ccco3)cc2c1 (configuration not stated)	-7	3	0	15	2	-0.2
30	COc1ccc(CNC(=O)Cn2ccc(N)nc2=O)cc1	11	-5	-8	2	0	2.0
31	COc1ccc(CC(=O)OCC(=O)NC2CCCCC2)cc1OC	-25	11	-27	16	nt	7.2
32	Cc1nnnn1CC(=O)Nc1ccccc1[N+](=O)[O-]	-2	12	-9	6	1	0.2
33	COc1ccc(CCNC(=O)c2cccc(NC3=NC4CS(=O)(=O)CC4S3)c2)c(OC)c1 (configuration not stated)	-13	3	-6	10	2	3.2
34	O=C(COC(=O)c1cc(Cl)ccc1[N+](=O)[O-])Nc1cccc2ccccc12	1	-3	-3	8	3	0.7
35	Cc1cc(C(=O)OCC(=O)NCCc2ccccc2)c2ccccc2n1	-11	-3	0	-20	3	-0.3
36	Cc1cc(OCC(=O)Nc2c(C(C)C)cccc2C(C)C)no1	-16	-12	-3	12	nt	1.3

item	aDG glyco up	Peg3 prom inh	CaV13 ICDI inh	MITF TRPM1 inh	PDI inh
25	-0.4	7	0	20	12
26	0.0	4	-5	-2	0
27	0.0	-188	-22	1	-2
28	0.2	24	-4	1	26
29	0.0	2	-2	-6	-1
30	0.1	6	-8	-3	9
31	0.0	2	nt	-11	2
32	-0.3	-4	-4	10	-4
33	0.0	3	-5	11	nt
34	0.1	12	-3	9	-1
35	-0.1	-15	-2	-4	4
36	0.2	-8	-5	nt	1

Later entries:
item	structure	NR2E3 ag-1	Vif imaging	Exocytosis inh	HIF-2a inh	NR2E3 ag-2	iPSC survival up
37	COc1ccccc1OCc1nc(C#N)c(N2CC(C)CC(C)C2)o1 (configuration not stated)	-31	-7	-2	7	1	0.1
38	CC1CCc2c(sc3nc4n(c(=O)c23)CCS4)C1 (configuration not stated)	-74	9	1	-228	-2	1.1
39	CCCCOCCCNS(=O)(=O)Cc1ccccc1	13	0	-4	0	-2	-1.0
40	COCCN(C(=O)COc1ccc(Cl)cc1)c1nnc(-c2cccnc2)s1	11	-2	2	6	4	-1.7
41	CC(C)C1(C)C(=O)N=C2c3ccccc3C(=O)N21 (configuration not stated)	-8	5	2	13	0	4.1
42	CCOC(=O)c1sc(NC(=O)CSc2nnc(-c3ccc(OC)cc3)n2CCOC)nc1C	-2	-9	0	20	-1	0.3
43	COc1ccc(-n2c(SCC(=O)NCc3ccco3)nnc2-c2c[nH]c3ccccc23)cc1	-28	-7	12	0	-1	-1.9
44	Clc1ccc(-c2cn(-c3ccccc3)c3[n+]2CCS3)cc1	11	2	-1	5	2	-1.7
45	COc1ccc(/C=C/C(=O)O)cc1S(=O)(=O)N1CCCCC1	4	-4	2	19	-1	-0.5
46	CCOc1ccc(NC(=O)CC2Nc3ccccc3NC2=O)cc1 (configuration not stated)	-44	-3	0	-45	-4	-0.7
47	CCN1C[C@@H]2[C@@H]3C(=O)N(C)C(=O)[C@@H]3[C@](Cc3ccccc3)(C1=O)N2C(=O)c1ccccc1	0	-9	53	12	nt	6.1
48	CC(=O)Nc1c(Br)cc2c(c1Br)Cc1cc(Br)ccc1-2	-10	0	5	-4	nt	0.6
49	CC(C)c1ccc(-n2nnnc2SCC(=O)NC2CC2)cc1	13	44	1	-21	-1	0.2

item	aDG glyco up	Peg3 prom inh	CaV13 ICDI inh	MITF TRPM1 inh	PDI inh
37	-0.1	16	-7	-9	-6
38	-0.1	-197	-3	-72	-4
39	-0.2	-2	-15	-6	-4
40	-0.1	10	-6	-1	-12
41	0.2	1	-1	0	2
42	0.3	-2	-5	5	2
43	-0.2	2	-3	-6	nt
44	-0.2	2	12	-5	2
45	-0.4	10	-1	6	0
46	-0.2	-23	-5	-23	4
47	0.3	3	-5	4	3
48	-0.1	14	-6	20	-1
49	0.4	-16	-5	-41	-2

Quoted at random: 5 entries already listed.
item	structure	NR2E3 ag-1	Vif imaging	Exocytosis inh	HIF-2a inh	NR2E3 ag-2	iPSC survival up
36	Cc1cc(OCC(=O)Nc2c(C(C)C)cccc2C(C)C)no1	-16	-12	-3	12	nt	1.3
43	COc1ccc(-n2c(SCC(=O)NCc3ccco3)nnc2-c2c[nH]c3ccccc23)cc1	-28	-7	12	0	-1	-1.9
32	Cc1nnnn1CC(=O)Nc1ccccc1[N+](=O)[O-]	-2	12	-9	6	1	0.2
45	COc1ccc(/C=C/C(=O)O)cc1S(=O)(=O)N1CCCCC1	4	-4	2	19	-1	-0.5
31	COc1ccc(CC(=O)OCC(=O)NC2CCCCC2)cc1OC	-25	11	-27	16	nt	7.2

item	aDG glyco up	Peg3 prom inh	CaV13 ICDI inh	MITF TRPM1 inh	PDI inh
36	0.2	-8	-5	nt	1
43	-0.2	2	-3	-6	nt
32	-0.3	-4	-4	10	-4
45	-0.4	10	-1	6	0
31	0.0	2	nt	-11	2

Source: PubChem BioAssay
